# PfHsp90 set2: growth inhibition of PfHsp90-expressing yeast, primary screen, antimalarial PfHsp90 inhibitor project, S. cerevisiae, BacTiter-Glo luminescence, single point, set 2; AID 504621, 2011; 310,000 compounds, 0.32% hits; BacTiter-Glo ATP, 48 h; yeast lacking PDR1 and PDR3 efflux regulators; inhibition, % at 9.4 µM;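 active means every replicate shows inhibition above about 80%, whatever the replicate mean, limit read from the data; inconclusive means mean inhibition reaches the set limit but some replicate falls short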;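 further: 0% = DMSO neutral controls and 100% = 20 µM radicicol positive controls; yeast relying on Plasmodium falciparum Hsp90 in place of its own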
# HTR5A inv ag: HTR5A inverse agonists in luminescence cell assay, primary screen, counter-screen for OPRM1-OPRD1 heterodimer inverse agonist project, full-deck HTS; 5-hydroxytryptamine receptor 5A (Homo sapiens), P47898; HTR5A cell line, inverse agonism; inhibition, % at 9.3 µM; 340,000 compounds, 0.083% hits; AID 504634, 2011; in the data active means inhibition mostly above about 23%, no sharp cut-off; inactive means mostly below about 18%;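 further: 0% = cells with DMSO and 100% = no-cell wells with DMSO; some compounds called inactive have numbers as strong as hits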
# Target sequence (P47898 whole entry, looked up): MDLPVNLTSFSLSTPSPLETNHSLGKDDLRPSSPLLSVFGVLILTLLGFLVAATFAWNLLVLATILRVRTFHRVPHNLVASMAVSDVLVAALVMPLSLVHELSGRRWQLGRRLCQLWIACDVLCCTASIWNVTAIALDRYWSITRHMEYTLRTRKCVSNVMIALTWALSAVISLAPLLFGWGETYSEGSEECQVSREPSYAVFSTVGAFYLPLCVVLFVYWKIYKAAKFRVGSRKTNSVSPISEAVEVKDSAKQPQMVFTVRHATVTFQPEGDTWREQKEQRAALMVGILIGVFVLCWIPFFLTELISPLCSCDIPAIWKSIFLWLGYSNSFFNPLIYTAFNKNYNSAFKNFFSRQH
# phage Ecoli inh: growth loss of phage-infected E. coli, primary screen, RecBCD inhibitor project, absorbance, with phage, HTS; inhibition, % at 11.9 µM; 360,000 compounds, 0.26% hits; in the data active means inhibition above about 11%
# PKA-R1A activ: activators of PKA-R1A holoenzyme, primary screen, biochemical, fluorescence polarization, Cy5-IP20, bovine R1A, mouse PKAc; 340,000 compounds, 0.083% hits; PKA-R1A dissociation; scaled: DMSO 0%, 113 µM cGMP 100%; activation, % at 11.4 µM; AID 504707, 2011;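 active means percent activation above the mean of all tested compounds plus 3 SD, cut at about 19% in these data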;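 further: higher means more PKAc released from R1A so a rise in polarization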
# MOR-DOR inv ag: inverse agonists of MOR-DOR heterodimerization, primary screen, cell-based, luminescence | Mu-type opioid receptor (Homo sapiens) + Delta-type opioid receptor (Homo sapiens), … | cell-based MOR-DOR heterodimer luminescence, inverse agonism | inhibition, % at 9.3 µM | 340,000 compounds, 0.21% hits | AID 504357, 2011; in the data active means inhibition above about 22%, passing the limit was not always enough;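 further: 0% = cells with DMSO and 100% = wells without cells with DMSO; values of inactives mirror those of a sister screen read the other way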
# OPRM1-OPRD1 ag: agonists of OPRM1-OPRD1 heterodimerization, primary screen, cell-based, luminescence. 340,000 compounds, 0.3% hits. activation, % at 9.3 µM. Mu-type opioid receptor (Homo sapiens) + Delta-type opioid receptor (Homo sapiens), …. AID 504326, 2011. cells; in the data active means activation above about 18%;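 further: 0% = vehicle-treated cells and 100% = reference agonist; values of inactives mirror those of a sister screen read the other way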
# PKA-R2B activ: activators of PKA-R2B holoenzyme, primary screen, biochemical, fluorescence polarization, Cy5-IP20, human; PKA-R2B holoenzyme dissociation; R2B truncated from residue 108, S112A mutant; 0% DMSO only, 100% 113 µM cGMP; 340,000 compounds, 0.079% hits; activation, % at 11.4 µM; cAMP-dependent protein kinase catalytic subunit beta (Homo sapiens) + cAMP-dependent …; AID 504700, 2011;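 active means activation above a cutoff set at the mean over all compounds plus 3 SD, cut at about 18% in these data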;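 further: higher means more holoenzyme dissociation and a rise in polarization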
# Target sequence (P31323 whole entry, looked up, other chains not shown, the tested form may be a part): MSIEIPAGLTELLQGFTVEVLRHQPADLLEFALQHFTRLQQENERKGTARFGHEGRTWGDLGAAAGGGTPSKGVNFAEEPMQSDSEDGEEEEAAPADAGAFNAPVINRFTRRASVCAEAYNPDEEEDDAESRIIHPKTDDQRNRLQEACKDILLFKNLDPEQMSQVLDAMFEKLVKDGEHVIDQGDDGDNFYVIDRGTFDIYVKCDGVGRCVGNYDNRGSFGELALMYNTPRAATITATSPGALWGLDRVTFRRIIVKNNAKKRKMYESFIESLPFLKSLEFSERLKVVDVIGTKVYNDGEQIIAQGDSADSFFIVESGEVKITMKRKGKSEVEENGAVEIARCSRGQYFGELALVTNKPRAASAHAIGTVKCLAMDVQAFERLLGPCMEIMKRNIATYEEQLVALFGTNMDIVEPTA
# Mot1-301 SUMO: yeast Mot1-301 growth rescue at high temperature, primary screen, SUMOylation pathway inhibitor project, S. cerevisiae, ATP luminescence, 38.5C. S. cerevisiae Mot1-301 growth rescue; percent above DMSO median, 100 means doubled. growth rescue, % at 18.8 µM. 320,000 compounds, 1% hits. AID 2716, 2010;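 active means every valid replicate shows activation above 250% relative to neutral control wells; inactive means the rest, any valid replicate at or below 250%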;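 further: OY570 slx delta 5 strain wells were the positive control but not used for scaling; some compounds called inactive have numbers as strong as hits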
# Tat export inh: E. coli Tat export inhibitors, primary screen, MC4100, TorA-mCherry reporter, fluorescence, single point; inhibition, % at 10 µM; 340,000 compounds, 0.036% hits;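 active means mean replicate inhibition at least 50% and at least half of replicates individually reaching 50%; inconclusive means only one of the two criteria met; inactive means neither criterion met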;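 further: exported cargo escapes ClpAP degradation while cytoplasmic cargo is degraded and loses fluorescence; 0% = median of neutral control wells and 100% = median of NaSCN control wells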
# AddAB inh: growth inhibition of E. coli expressing H. pylori AddAB, primary screen, AddAB inhibitor project, absorbance; inhibition, % at 11.9 µM; 330,000 compounds, 0.29% hits; in the data active means inhibition above about 12%;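 further: 0% = vehicle wells of infected cells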
# Ecoli viability: E. coli V3065 growth inhibition, primary screen, counter-screen for AddAB inhibitor project, absorbance, OD600 | 18 h | inhibition, % at 11.9 µM | 330,000 compounds, 0.27% hits;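 active means inhibition above the campaign's mean inhibition across all tested compounds plus 3 SD, cut at about 9.9% in these data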;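 further: uninfected addAB+ strain grown without phage in ampicillin broth; 0% = DMSO wells and 100% = ciprofloxacin 0.95 µg/ml wells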
# Numbers without * were called inactive; ? = inconclusive; nt = no result given. Rows were taken by chance. About 2.2% of those tested had a hit in this group.
SMILES,PfHsp90 set2,HTR5A inv ag,phage Ecoli inh,PKA-R1A activ,MOR-DOR inv ag,OPRM1-OPRD1 ag,PKA-R2B activ,Mot1-301 SUMO,Tat export inh,AddAB inh,Ecoli viability
CC(C)CC(=O)NC(C)C(c1cccs1)N1CCOCC1 (centres undefined),-10,-16,2.0,1,8,-1.5,4,4,7,1.4,-2.8
N#Cc1c(/N=C/c2ccco2)sc2c1CCC2,7,-18,3.2,6,18,-3.8,9,270,0,1.3,2.2
N#Cc1c(-c2cccc(Br)c2)cc(-c2cccnc2)nc1N,-39,-12,4.7,-1,-78,15,-8,-8,-8,0.2,0.1
O=[N+]([O-])c1c(C(Cl)Cl)nn(-c2ccccc2)c1N1CCOCC1,-35,21,0.0,-6,2,-0.4,-3,8,-1,2.9,-3.1
OC1(c2cccnc2)CCN(Cc2nnnn2Cc2ccccc2)CC1,-25,7,-0.8,3,-6,1.2,-16,-5,-10,2.6,0.8
CCOC(=O)c1sc(NC(NC(=O)c2ccco2)(C(=O)OC)C(F)(F)F)nc1C (centres undefined),-40,-21,2.6,6,6,-1.0,-2,80,-2,2.4,-1.6
COc1ccccc1N1CCN(S(=O)(=O)c2ccc(Cl)s2)CC1,-39,-5,2.5,-7,-15,2.3,2,-10,10,3.0,2.4
Cn1ccnc1SCc1cc(=O)[nH]c2ccccc12,0,-7,2.2,-8,3,-0.5,3,-21,-7,2.3,2.4
CCOC(=O)CC1ON(C)C(=O)N1c1ccc([N+](=O)[O-])cc1 (centres undefined),20,-4,5.8,5,11,-2.6,-10,-5,-5,5.0,0.7
O=C(CSc1ncc(-c2ccc(F)cc2)[nH]1)Nc1cccc(O)c1,3,4,0.6,4,8,-1.4,7,-19,-1,0.6,0.1
Cc1cc2oc(C(=O)N(Cc3ccccc3)C3CCS(=O)(=O)C3)c(C)c2cc1C (centres undefined),-19,-7,2.8,-16,-216,40*,-3,-6,5,-0.9,0.0
O=C(Cn1nnc(-c2ccccc2)n1)N1CCN(c2ccc(F)cc2)CC1,nt,5,-0.8,-10,16,-3.4,9,29,3,2.5,1.4
COc1ccc(OC)c(NC(=O)NNC(=O)COc2ccc([N+](=O)[O-])cc2)c1,12,6,2.4,-6,21,-3.9,-2,71,-1,0.6,1.8
CCNC(=S)NCCN1CCOCC1,-31,2,3.1,-18,-8,1.3,-3,-10,?,4.7,0.5
CCCCN1C2CCCC1CC(NC(=O)c1ccc(OC)c(OC)c1)C2 (centres undefined),-20,-13,1.6,-3,5,-0.9,-8,-24,-1,0.7,0.2
Cc1ccccc1NC(=O)c1cc(S(=O)(=O)Nc2cccc(C(=O)O)c2)ccc1Cl,11,-13,-0.7,8,5,-1.0,0,-2,4,0.9,1.6
CCc1cc2ccc(C)cc2nc1SCC(=O)N1CCN(C(=O)c2ccco2)CC1,-11,-1,2.1,-5,-1,0.3,-4,-16,12,4.4,-0.8
CCCCN1Cc2cc(C(=O)c3cc(F)ccc3O)cnc2NC1=O,17,9,1.4,-9,21,-5.0,-11,-11,-8,0.8,-1.4
COc1ccc(-c2coc3cc(O)cc(O)c3c2=O)cc1,17,-7,3.0,-7,6,-1.1,4,10,-5,0.4,1.0
NC(Cc1ccc(OC(F)F)cc1)C(=O)O (centres undefined),5,-9,4.2,-7,14,-2.8,2,14,-6,1.8,1.3
CCOC(=O)c1cc2c(ccn2C)n1CC(=O)N1CCC(C)CC1,-15,8,2.8,10,4,-0.6,3,-2,-1,1.0,-1.7
CCCCc1ccc(NC(=O)C2CCCC2)cc1,4,14,1.0,-1,-22,4.5,-2,63,0,5.1,-1.8
O=C(CN1CCN(S(=O)(=O)c2ccccc2F)CC1)NC1CCCC1,18,8,4.9,5,2,-0.4,-9,95,4,-1.8,-0.6
N#Cc1c2ccc(OCC(=O)NCc3ccco3)cc2n2ccccc12,-6,1,-0.9,4,0,0.0,-6,-16,-15,0.9,0.7
Cc1ccc(CN(CC(=O)NCCc2ccccc2)C(=O)CCCC(=O)Nc2cc(C)on2)cc1,nt,0,1.2,-8,19,-3.9,2,-22,2,-0.2,-0.2
SMILES,PfHsp90 set2,HTR5A inv ag,phage Ecoli inh,PKA-R1A activ,MOR-DOR inv ag,OPRM1-OPRD1 ag,PKA-R2B activ,Mot1-301 SUMO,Tat export inh,AddAB inh,Ecoli viability
Cc1cccc(NC(=O)c2ccc(S(=O)(=O)NCc3cccnc3)cc2)c1,-29,0,3.0,-1,-4,0.6,7,-2,-6,0.1,-1.9
Cn1ncc(Br)c1C(=O)NC1CCCCC1,-82,0,2.8,-2,12,-1.7,5,-8,-1,-1.2,-2.8
O=C(CCNC(=O)c1ccc([N+](=O)[O-])cc1)Nc1nc2ccccc2[nH]1,nt,-4,3.0,-7,4,-0.6,5,nt,12,nt,nt
COc1cccc(CNC(=O)CSc2ccc(-c3ccco3)nn2)c1,nt,-10,1.5,-6,9,-1.9,8,-9,-3,1.4,-0.8
CCOC(=O)c1cnn(-c2ccccc2)c1NC(=O)CSc1nnc(-c2cccs2)n1CC,-12,7,0.9,0,10,-2.0,-15,-11,-13,4.8,2.2
CC1CCN(CCCNC(=O)Cn2ncc3c([nH]c4ccccc43)c2=O)CC1,0,20,-0.2,3,7,-1.4,-14,21,0,2.5,-0.1
CCOC(=O)CSc1nnc(CNc2ccc(Cl)cc2)n1-c1ccccc1,nt,-11,3.0,-15,-37,6.2,-3,-7,20,-1.0,0.4
OCCN1CCN(Cc2nc(-c3cccc(Cl)c3)no2)CC1,-5,12,3.6,-18,-27,3.7,-3,-8,-3,0.8,0.6
CC(C)CC(NC(=O)c1ccc(Cl)cc1)C(=O)O (centres undefined),nt,-16,1.9,-4,7,-1.4,11,182,-8,5.1,1.2
Cc1ccc(S(=O)(=O)NCCc2nc3ccccc3[nH]2)cc1,-19,10,-0.8,-2,3,-0.4,-1,1,-2,3.1,-1.5
CC(C)(C)c1ccc(SCC(N)=O)cc1,-20,9,0.8,10,11,-2.6,3,0,5,1.6,0.5
O=C(COC(=O)c1ccccc1)Nc1cccc(S(=O)(=O)NC2=NCCCCC2)c1,-7,-3,3.4,4,-1,0.1,1,1,-5,1.0,2.2
O=[N+]([O-])c1ccc(/C=N/Nc2nc3ccccc3o2)cc1,-30,17,-0.9,-1,-1,0.3,-1,7,0,-0.2,-2.9
COc1cccc(NC(=O)Cn2c(=O)n(CCCC(=O)NCc3ccco3)c(=O)c3ccccc32)c1,16,12,2.6,-1,3,-0.6,2,nt,-1,nt,nt
CS(=O)(=O)N(CC(=O)N1CCc2ccccc2C1)Cc1ccccc1,-4,-12,1.8,-6,-3,0.5,-5,-11,10,3.3,-1.2
CCNC(=O)NC(=O)CSc1ccc(NC(C)=O)cc1,9,10,3.0,6,6,-1.0,-1,46,-8,0.4,-0.8
CCOc1ccc(Oc2ccc(Cl)cc2N)cc1,-4,8,3.9,-1,-26,5.1,-10,nt,-2,0.2,0.6
Cc1ccccc1-c1nnc(CN2CCN(C(=O)c3ccco3)CC2)o1,20,-16,0.9,1,5,-1.0,-4,-15,-18,5.1,-0.1
COC(=O)C1=C(N)Oc2cc(C)n(Cc3ccccc3)c(=O)c2C1c1ccccc1 (centres undefined),nt,-14,2.6,-16,20,-3.9,-6,10,3,-0.3,-2.0
C=CCNC(=S)NCC,19,-15,3.7,-7,16,-2.9,5,4,-15,-0.6,0.0
C=CCn1c(=O)c2ccc(C(=O)NCc3ccccc3)cc2n(Cc2cccc(Cl)c2)c1=O,-1,-28,1.6,-3,-4,0.8,1,-20,-4,1.7,0.5
CCN(CC)CCN(Cc1cc2cc3c(cc2[nH]c1=O)OCCO3)C(=S)NCCCN(C)C,-26,26,-0.2,10,6,-1.2,0,-1,-9,-1.7,0.8
CCOc1cc(C2C(C(=O)c3ccco3)=C(O)C(=O)N2Cc2ccccc2)ccc1O (centres undefined),-6,8,2.3,0,10,-1.6,12,364,4,5.4,0.8
C=CCn1c(O)c(N=O)c2ccccc21,14,-4,2.1,-1,12,-2.5,3,452,-16,4.3,4.2
Cc1ccc(OCCC(=O)N2CCN(c3ccc(O)cc3)CC2)cc1,-9,21,-0.7,-3,8,-1.5,5,74,-4,1.6,1.7
SMILES,PfHsp90 set2,HTR5A inv ag,phage Ecoli inh,PKA-R1A activ,MOR-DOR inv ag,OPRM1-OPRD1 ag,PKA-R2B activ,Mot1-301 SUMO,Tat export inh,AddAB inh,Ecoli viability
Cc1ccc(S(=O)(=O)NC2CC(C)(C)N(O)C(C)(C)C2)cc1,5,7,2.6,-10,2,-0.4,-3,29,-1,4.2,1.9
O=C(c1ccc(-n2ccnc2)cc1)N1CCCC(CO)(Cc2cccc(Cl)c2)C1 (centres undefined),7,-10,0.7,1,14,-2.7,-2,-4,3,-0.3,-18
O=C(Cn1cncn1)NCc1cc(F)ccc1F,-9,2,-0.3,-10,1,-0.2,-12,-20,-3,1.6,-2.2
O=C1CC(c2cccs2)Sc2nc3ccccc3n21 (centres undefined),1,14,1.1,-6,17,-3.4,0,-21,15,3.5,0.6
COc1ccc(N2CCN(c3nc4ccccc4nc3NS(=O)(=O)c3ccccc3)CC2)cc1,-7,10,3.0,-9,7,-1.8,-4,-14,0,2.1,-1.9
CC(=O)N1CCC2(CC1)C(C#N)=C(N)Oc1n[nH]c(CSc3ccc(C)cc3)c12,1,-9,0.5,-5,10,-1.8,-2,-2,-15,0.3,-1.3
CS(=O)(=O)c1sc2nc(-c3ccccc3)cc(-c3ccccc3)c2c1N,-34,-2,1.6,-7,6,-1.1,-6,-15,5,2.6,2.8
CCC(=O)N1CCc2cc(S(=O)(=O)CCC(=O)Nc3ccc(C)c(F)c3)ccc21,10,-6,1.9,-5,6,-1.0,-12,-6,7,-2.2,-2.3
O=[N+]([O-])c1ccccc1OCCCNCc1ccccc1,-23,5,3.4,4,8,-1.4,-1,-3,8,3.0,1.2
Cc1cc(C)c(S(=O)(=O)N(C2=NCCS2)S(=O)(=O)c2c(C)cc(C)cc2C)c(C)c1,-15,4,4.9,-2,-8,1.8,-7,-5,1,1.8,-0.3

# Bioassay records (PubChem BioAssay)
